FadD28 FP inh – inhibitors of FadD28 bisubstrate probe binding, primary screen, biochemical, fluorescence polarization, single point | Mycobacterium tuberculosis FadD28 fatty-acid-AMP ligase | inhibition, % at 12.5 µM | actives 0.22% (n = 360,000) | AID 588549, 2011; in the data active means inhibition above about 8.5%, passing the limit was not always enough; inconclusive means no clear call, values can overlap the other calls
BoNT-A LC inh2 – BoNT/A light chain protease inhibitors, primary screen, biochemical, flow cytometry, MLPCN library | Botulinum neurotoxin type A light chain protease (Clostridium botulinum A str. ATCC 3502) | multiplex microsphere protease substrate cleavage | inhibition, % at 10 µM | actives 0.17% (n = 360,000) | AID 588499, 2011; further: plate controls were buffer without enzyme for full effect and enzyme alone for no effect
Mtb FBA inh – Mtb FBA enzyme inhibitors, primary screen, biochemical, fluorescence, strain H37Rv; inhibition, % at 1 µM; actives 2.3% (n = 360,000); purified M. tuberculosis FBA, fluorescence read-out; in the data active means inhibition above about 27%;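 further: 0% = vehicle and 100% = reference inhibitor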
Target sequence (P9WQA3 whole entry, looked up): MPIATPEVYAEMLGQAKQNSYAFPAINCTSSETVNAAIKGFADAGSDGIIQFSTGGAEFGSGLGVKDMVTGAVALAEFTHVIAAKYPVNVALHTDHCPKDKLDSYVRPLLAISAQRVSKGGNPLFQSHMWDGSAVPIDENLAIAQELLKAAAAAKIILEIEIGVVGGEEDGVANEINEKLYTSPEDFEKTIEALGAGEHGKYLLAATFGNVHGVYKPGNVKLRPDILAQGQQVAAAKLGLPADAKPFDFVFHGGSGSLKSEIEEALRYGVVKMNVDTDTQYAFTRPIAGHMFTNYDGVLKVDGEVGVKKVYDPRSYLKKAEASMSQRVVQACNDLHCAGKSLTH
BoNT-F LC inh – BoNT/F light chain protease inhibitors, primary screen, biochemical, flow cytometry, MLPCN library. Botulinum neurotoxin type F light chain protease (Clostridium botulinum). Multiplex microsphere protease cleavage assay. inhibition, % at 10 µM. actives 0.22% (n = 360,000); in the data active means inhibition above about 35%, passing the limit was not always enough; inconclusive means no clear call, values can overlap the other calls; further: plate controls were buffer without enzyme for full effect and enzyme alone for no effect
BioA inh – M. tuberculosis BioA enzyme inhibitors, primary screen, biochemical, plate reader, single point, HTS; 7,8-diaminopelargonic acid synthase BioA (Mycobacterium tuberculosis); purified M. tuberculosis BioA enzyme; inhibition, % at 9.99 µM; actives 0.096% (n = 360,000); AID 602481, 2012; in the data active means inhibition above about 40%; inconclusive means no clear call, values can overlap the other calls
GDH-TPI counter – GDH-TPI coupling enzyme inhibitors, primary screen, artefact control for M. tuberculosis FBA inhibitor project, biochemical, absorbance, full deck; GDH-TPI coupled enzyme counterscreen, NADH absorbance; inhibition, % at 4.8 µM; actives 1.2% (n = 360,000); in the data active means inhibition above about 30%;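 further: 0% = DMSO wells and 100% = wells lacking the enzyme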
PfHsp40 yeast – rescue of yeast from PfHsp40 toxicity, primary screen, S. cerevisiae, ATP luminescence. S. cerevisiae expressing PfHsp40, growth rescue. growth rescue, % at 12.5 µM. actives 0.68% (n = 340,000). AID 504582, 2011; in the data active means growth rescue above about 28%, passing the limit was not always enough; inconclusive means no clear call, values can overlap the other calls;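 further: yeast W303a lacking pdr1 and pdr3 grown in galactose medium; growth measured after three days at 30 °C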
Mtb UGM inh – M. tuberculosis UGM enzyme inhibitors, primary screen, biochemical, fluorescence polarization, single point | UDP-galactopyranose mutase (Mycobacterium tuberculosis (strain ATCC 25618 / H37Rv)), … | purified UGM, fluorescence polarization probe displacement | inhibition, % at 10 µM | actives 0.06% (n = 320,000) | AID 504406, 2011; in the data active means inhibition above about 10%, passing the limit was not always enough; inconclusive means no clear call, values can overlap the other calls
Target sequence (P9WIQ1 whole entry, looked up): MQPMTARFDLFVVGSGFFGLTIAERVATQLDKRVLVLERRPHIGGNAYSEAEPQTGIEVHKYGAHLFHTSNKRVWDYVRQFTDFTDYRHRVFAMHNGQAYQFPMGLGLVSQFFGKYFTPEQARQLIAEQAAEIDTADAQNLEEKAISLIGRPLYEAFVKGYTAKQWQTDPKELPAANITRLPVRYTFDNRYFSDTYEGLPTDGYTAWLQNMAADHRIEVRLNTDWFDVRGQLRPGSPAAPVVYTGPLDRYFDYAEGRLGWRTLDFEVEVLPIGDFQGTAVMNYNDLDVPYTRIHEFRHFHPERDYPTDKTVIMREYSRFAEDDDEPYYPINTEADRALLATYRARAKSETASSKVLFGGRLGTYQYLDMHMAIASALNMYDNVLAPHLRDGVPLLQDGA
Anthrax LF prot – Bacillus anthracis LF protease inhibitors, primary screen, biochemical, multiplex microsphere, MLPCN library; Lethal factor (Bacillus anthracis), P15917; multiplex microsphere protease cleavage assay; inhibition, % at 10 µM; actives 0.12% (n = 360,000); AID 588501, 2011; further: plate controls were buffer without enzyme for full effect and enzyme alone for no effect
* hit, by the source's call; ? = inconclusive; / = not tested or not shown. Unless noted, no stated cut-off is given here; in the data, active means inhibition above about 30%; inconclusive means no clear call, values can overlap the other calls; inactive means below that.

Every second line gives: FadD28 FP inh	BoNT-A LC inh2	Mtb FBA inh	BoNT-F LC inh	BioA inh	GDH-TPI counter	PfHsp40 yeast	Mtb UGM inh	Anthrax LF prot
> CCN1CCC(=NNC(=O)CC23CC4CC(CC(C4)C2)C3)CC1
    2.4	1.3	-5	8	1.8	3	-0.9	0.2	1
> O=C(Nc1cccc2ncccc12)c1ccco1
    -1.2	1.2	-4	-9	/	1	-0.1	0.8	-12
> O=C(N/N=C/c1cccs1)c1ccc2ccccc2c1
    -9.7	0.0	-2	-1	-0.5	15	0.5	0.3	0
> COc1ccc(Nc2ncc3c(n2)CC(c2ccccc2)CC3=O)cc1 (stereo unspecified)
    -1.1	0.8	0	3	/	31*	0.2	-2.4	-2
> CC(=O)c1cccc(CN2CCC(CO)(CCOc3ccccc3)CC2)c1
    -2.6	-2.1	0	?	-0.6	-1	-0.3	2.7	-5
> COc1ccc(CNC(=O)CN(Cc2ccc(Cl)cc2)S(C)(=O)=O)cc1
    -7.0	0.2	-1	-6	/	-4	-1.4	-0.3	-1
> Cc1nn(-c2ccccc2)c(C)c1/C=N/NC(=O)c1cccs1
    -2.5	1.9	-2	8	7.5	24	-1.8	-3.4	5
> CCc1c(C)sc(NC(=O)c2ccccc2[N+](=O)[O-])c1C(N)=O
    -1.7	0.7	-2	16	/	1	-0.5	0.8	-2
> Cc1cc(C)c(S(=O)(=O)N2CCN(C(=O)c3ccc4c(c3)OCO4)CC2)c(C)c1
    -2.6	-2.2	2	-7	3.4	-2	1.0	-2.5	15
> COc1ccc(OC)c(N2C(=O)C(Cl)=C(N3CCCCC3)C2=O)c1
    -1.6	8.7	1	9	/	9	0.8	2.9	2
> O=C(Nc1cnn(Cc2ccccc2)c1)c1cc2nc(-c3ccco3)cc(C(F)(F)F)n2n1
    0.4	-0.1	2	6	-1.2	15	-1.4	-0.3	1
> NC(=O)Cn1nnc(-c2ccc(NC(=O)c3ccc(F)cc3)cc2)n1
    -0.7	0.2	-4	-2	/	11	0.2	4.7	-2
> CCCNC(=O)C1(C)CCCN(Cc2cccn2C)C1 (stereo unspecified)
    -0.8	-0.6	-1	-2	-1.3	0	/	/	-10
> COc1ccccc1NC(=O)C(=O)Nc1ccc2c(c1)N(C(=O)C1CC1)CCC2
    -2.8	/	-2	?	-1.1	0	0.2	/	?
> COc1ccc(CNC(=O)C2CC(c3cc(C(F)(F)F)cc(C(F)(F)F)c3)=NO2)cc1 (stereo unspecified)
    -3.9	-0.3	-1	-7	-1.5	-9	-0.7	1.3	8
> O=C(NCC(c1ccco1)N1CCN(c2ccccc2F)CC1)c1ccc2c(c1)OCO2 (stereo unspecified)
    -0.7	/	0	/	1.7	-1	3.2	1.3	/
> CC(C)(C)C(=O)Nc1nnc(CSCc2ccccc2F)s1
    -3.5	1.1	-1	1	0.6	5	0.2	-3.6	-2
> COc1ccc(/C(N)=N/OC(=O)Cc2cccs2)cc1OC
    -1.8	0.5	0	-9	/	12	0.0	-1.8	1
> COc1ccc(C(=O)COc2ccc(F)cc2)c(O)c1
    1.2	0.8	1	4	0.2	5	1.7	-2.2	1
> Cc1ccc(CC(=O)Nc2cccc([N+](=O)[O-])c2)cc1
    -4.1	-0.2	-3	-2	/	-7	-0.7	-0.7	-3
> O=c1nc(-c2ccccc2)cc(-c2ccccc2)[nH]1
    -2.6	0.7	15	-12	-2.5	21	2.8	1.4	-1
> Cc1ccc(C)c(NC(=O)CCN2CCN(C)CC2)c1
    -4.5	0.8	1	?	0.2	-4	1.1	-2.6	-6
> Nc1n[nH]c(S(=O)(=O)CCCc2ccccc2)n1
    -2.6	-0.2	6	2	0.4	-8	1.2	-0.5	-2
> CCc1nc2c(OCC(N)=O)cccn2c1N(C)C(=O)c1ccc(OC)cc1
    -2.3	0.4	-2	4	-1.4	-2	/	/	-2
> CCC(OC(=O)c1nsc(Cl)c1Cl)C(=O)NCc1ccco1 (stereo unspecified)
    -2.5	0.4	-1	-5	/	-9	-0.5	-1.3	-2
> Cc1cccc(-n2cc(-c3ccc([N+](=O)[O-])cc3)[nH]c2=S)c1
    -2.1	1.5	-5	14	0.3	15	3.0	/	2
> COc1ccc(/C=C(/NC(=O)c2ccccc2)C(=O)N/N=C/c2ccncc2)c(OC)c1
    -1.7	-0.8	2	-4	/	29	0.2	1.8	-2
> O=C1NC(=Nc2ccccc2)c2ccc([N+](=O)[O-])cc21
    -1.7	-0.2	3	-3	-0.7	3	0.5	-1.0	0
> CN(C)P1(N(C)C)=NC(C(F)(F)F)=NC(C(F)(F)F)=N1
    0.3	-0.1	0	-3	-1.0	11	4.0	0.0	-7
> Cc1ccc2oc(-c3cccc(NC(=O)C4CCCO4)c3)nc2c1 (stereo unspecified)
    -3.2	0.2	51*	-6	1.9	9	0.6	-0.7	-3

Record cards (already shown). Order of screens: FadD28 FP inh, BoNT-A LC inh2, Mtb FBA inh, BoNT-F LC inh, BioA inh, GDH-TPI counter, PfHsp40 yeast, Mtb UGM inh, Anthrax LF prot
`CCc1c(C)sc(NC(=O)c2ccccc2[N+](=O)[O-])c1C(N)=O` reads -1.7, 0.7, -2, 16, /, 1, -0.5, 0.8, -2
`COc1ccc(/C(N)=N/OC(=O)Cc2cccs2)cc1OC` reads -1.8, 0.5, 0, -9, /, 12, 0.0, -1.8, 1

Further entries.
Every second line gives: FadD28 FP inh	BoNT-A LC inh2	Mtb FBA inh	BoNT-F LC inh	BioA inh	GDH-TPI counter	PfHsp40 yeast	Mtb UGM inh	Anthrax LF prot
> CN(C)c1nc(-c2ccccc2)ncc1S(=O)(=O)c1ccccc1
    -5.7	-0.7	2	1	/	2	0.7	-4.4	-8
> CC1(C(=O)NS(=O)(=O)c2ccccc2)CCN1C(=O)Cc1cccs1 (stereo unspecified)
    -3.2	-0.4	-3	-5	-1.8	0	/	/	-6
> Oc1c(Br)cc(Br)cc1/C=N/Nc1ccc(Cl)nn1
    0.6	-4.5	3	-17	-0.4	4	-0.9	3.0	-14
> CCc1ccc(NC(=O)c2ccc3c(c2)C(=O)N(CCOC)C3Nc2ccc(CC)cc2)cc1 (stereo unspecified)
    0.5	0.7	0	7	-1.9	20	0.3	0.0	1
> Cn1nc(C(=O)N2CCN(S(=O)(=O)c3ccc(Cl)cc3)CC2)c2ccccc2c1=O
    -2.3	-2.4	0	1	0.2	1	-1.3	/	-1
> O=S(=O)(Oc1ccc(C(=S)N2CCOCC2)cc1)c1ccc(Cl)cc1
    -1.0	2.1	-1	13	0.4	6	1.3	-0.2	27
> COc1ccc(N(CC(=O)Nc2ccc(F)cc2F)S(=O)(=O)c2c(C)nn(C)c2C)cc1
    0.6	1.3	2	3	0.6	9	0.7	1.9	2
> CC1CCCCN1CCCNC(=O)c1ccc(Br)cc1 (stereo unspecified)
    -1.0	-0.4	1	-16	0.7	1	-1.9	-0.7	-8
> COc1cc(/C=N/N=C(/N)c2nonc2N)cc(Br)c1OCc1ccccc1C
    -0.5	-0.2	1	-16	/	34*	0.9	1.1	2
> COc1cc2ccccc2cc1C(=O)NC1CCC(C)CC1 (stereo unspecified)
    -1.4	/	9	/	0.4	0	-0.1	0.5	/
> COc1cc(NC(=O)c2ccc(Br)o2)ccc1NC(=O)c1ccccc1Cl
    0.7	2.2	2	8	1.4	5	4.3	1.4	3
> O=C(O)C(S)C(S)C(=O)O (stereo unspecified)
    1.9	-0.3	1	2	-1.3	0	1.2	-0.8	-3
> Cc1ccc(S(=O)(=O)N(C)C)cc1NC(=O)CSc1ccc2c(c1)OCCO2
    1.2	0.6	-2	-6	1.0	6	0.3	-0.1	-7
> COCc1ccc(C(=O)N2CCC(CCC(=O)Nc3cccc(C)c3)CC2)s1
    -1.3	-1.0	-1	-6	0.9	7	14	0.8	-1
> O=C1CCCCC1(c1ccccc1)c1ccccc1
    -2.2	-0.3	-2	-1	0.0	1	-0.2	/	1
> N/C(=N\OC(=O)Cc1ccc(-c2ccccc2)cc1)c1ccccn1
    -1.8	-0.1	0	-18	-0.5	-5	0.3	0.3	2
> COc1ccc(NC(=O)CN(C)C(=O)CSc2ccc(Br)cc2)cc1
    -2.8	-0.2	0	-3	6.7	4	-0.3	-0.7	-2
> COc1ccc(OCC(O)CNC(=O)c2ccc(OC)cc2)cc1 (stereo unspecified)
    0.8	0.2	-1	-1	/	3	1.0	-0.2	-2
> CCCCN(Cc1ccccc1)S(=O)(=O)c1ccc2[nH]c(=O)oc2c1
    -6.1	-0.3	-2	-2	/	-13	0.2	0.0	1
> CCOC(=O)c1cn(Cc2ccccc2)c2cc(C)nn2c1=O
    -1.9	-1.0	53*	-10	/	2	-0.3	-3.5	-9

Three structures from above, sorted by length of the SMILES, smallest number first.
Every second line gives: FadD28 FP inh	BoNT-A LC inh2	Mtb FBA inh	BoNT-F LC inh	BioA inh	GDH-TPI counter	PfHsp40 yeast	Mtb UGM inh	Anthrax LF prot
> O=C(O)C(S)C(S)C(=O)O (stereo unspecified)
    1.9	-0.3	1	2	-1.3	0	1.2	-0.8	-3
> COc1ccc(OCC(O)CNC(=O)c2ccc(OC)cc2)cc1 (stereo unspecified)
    0.8	0.2	-1	-1	/	3	1.0	-0.2	-2
> COc1ccc(NC(=O)CN(C)C(=O)CSc2ccc(Br)cc2)cc1
    -2.8	-0.2	0	-3	6.7	4	-0.3	-0.7	-2

(continued)
Every second line gives: FadD28 FP inh	BoNT-A LC inh2	Mtb FBA inh	BoNT-F LC inh	BioA inh	GDH-TPI counter	PfHsp40 yeast	Mtb UGM inh	Anthrax LF prot
> COc1ccc(-c2csc(N3C(=O)CNC3=S)n2)cc1
    -2.1	-0.6	-1	1	/	18	0.2	0.0	0
> Cc1cc(NC(=O)c2cc(-c3ccc(OC(C)C)cc3)nc3ccccc23)no1
    -8.9	3.3	9	6	-2.5	4	0.6	0.2	1
> Cc1cc(SCC(=O)NC(=O)NCc2ccco2)nc2c(C)cccc12
    0.1	-0.5	5	-4	-1.2	13	-0.7	1.0	-3
> COc1ccc(CNC(=O)C2CCCN(S(=O)(=O)c3cc(C)ccc3OC)C2)cc1 (stereo unspecified)
    -0.4	0.2	2	6	/	-7	-0.9	0.5	0
> COc1cccc(C(c2sc3ncnn3c2O)N2CCN(C(=O)c3ccco3)CC2)c1 (stereo unspecified)
    -0.3	-0.3	1	8	0.4	-1	-1.3	-2.8	6

Source: PubChem BioAssay
